# p53ts 32C kill – kills p53ts cells at the permissive temperature; H1299-p53A138V at 32C, ATP luminescence viability, 24 h; 0.93% of 130,000 active; Potency, µM (top dose mostly 46.1 µM), inactives show top-dose activity change, negative = cytotoxicity, hits mostly cytotoxic;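 also: 0% = DMSO and -100% = full killing by reference compound; nearly all actives have a fitted effect of over 55% in size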
#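 ATP-content luminescence (ATPlite) read-out after 24 h compound exposure at 32C in H1299-p53A138V cells (600/well). Tested up to 46 uM. Normalized to DMSO (0%) and 100 uM tamoxifen (100% killing); Hill-fit AC50.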
# Imprint erasure – induces erasure of genomic imprints in mouse ES cells; AID 1948; Potency, µM (top dose mostly 60.7 µM), without a hit: at the highest dose activity change, positive = activation, hits mostly activators; mouse ES Peg3-LacZ reporter, beta-gal luminescence, 40 h; 0.02% of 110,000 active;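 also: 0% = negative control wells on the plate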
#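 Imprint erasure is scored as LacZ activity from the silenced maternal Peg3 allele in feeder-free female ES cells cultured 40 h with LIF. Luminescence is normalized to in-plate negative controls and fitted to the Hill equation.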
# p53ts 39C tox – cytotoxicity in p53ts cells at nonpermissive temperature; Potency, µM (titrated, usually from 46.1 µM), for the others: at the top dose activity change, negative = cell killing, usual class: cytotoxic; H1299-p53A138V viability at 39C, ATP luminescence, 24 h; 1.5% of 130,000 active; also: nearly all actives have a fitted effect of over 55% in size
# IkB sig inh – IkB pathway inhibition in ABC-DLBCL cells | ABC-DLBCL IkBa-CBG/CBR dual luciferase ratio, 4 h; response scale: scaled: untreated 0%, proteasome inhibitor 100% | Potency, µM (top dose mostly 57.1 µM), for the others: at the top dose IkBa stabilization activation | 0.04% of 110,000 active; active = well fitted curve in the direction sought with a large enough effect in the signal ratio, not every such curve was filed as active; inconclusive = small, poorly fitted or top-dose-only effect, or a change in a side signal; the % refers to the signal ratio;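 also: the direction sought is a rising ratio; 0% = basal untreated cells and 100% = reference inhibitor full response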
#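 Luminescence ratio of IκBα-fused green versus native red beetle luciferase in OCI-Ly3 cells, 4 h post-doxycycline with compound; red signal alone, scaled from basal (0%) to zero light (-100%), flagged nonspecific or cytotoxic effects.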
# * = called active by the depositor; ? = inconclusive; / = no result given; [ ] = remark or other dose. Unless noted, calls follow the shape of the dose curve; as a rule, active = well fitted curve in the direction sought with a large enough effect; inconclusive = small, poorly fitted or top-dose-only effect, or another doubt; inactive = no such curve, though single readings can be large; an effect the other way counts as inactive or inconclusive. Unless noted, % is scaled to controls: 0 for no effect and ±100 for the full control effect; potency is read from the fitted curve at half-maximal effect.
structure,p53ts 32C kill,Imprint erasure,p53ts 39C tox,IkB sig inh
C=CCOC(=O)C(C#N)c1nc2ccccc2nc1N1CCN(Cc2ccc3c(c2)OCO3)CC1 (stereo unspecified),10%,-6%,-9%,-4.3%
COc1ccc(N(CC(=O)N2c3ccccc3CC2C)S(=O)(=O)c2c(C)noc2C)cc1 (stereo unspecified),9%,-16%,19%,?
COc1ccc(NC(=O)c2cc(S(=O)(=O)NCCC3=CCCCC3)ccc2F)cc1,0%,-21%[10.9 µM],-27%,?
O=C(Nc1ccccc1C(=O)NCCN1CCOCC1)c1ccco1,2%,-8%,7%,-2.2%
COc1ccc(CCN2C(=O)NC(NC(=O)c3ccccc3OC)(C(F)(F)F)C2=O)cc1OC (stereo unspecified),-6%,3%[10.9 µM],9%,-1.8%
O=C(Nc1ccccc1)N1CCN2C(=O)c3ccccc3C12c1ccccc1 (stereo unspecified),5%,-3%,11%,?
CCC(C)C(NC(=O)OC(C)(C)C)C(=O)NC(CC(C)C)C(N)=O (stereo unspecified),6%,-4%,-3%,0.2%
COC(=O)C1C2C=CC3(CN(c4cccc(Cl)c4)C(=O)C13)O2 (stereo unspecified),6%,6%,2%,-2.0%
Cc1ccc(C(CC(=O)Nc2ccc(C)cc2C)N2Cc3ccccc3C2=O)cc1 (stereo unspecified),21%,0%[10.9 µM],5%,1.1%
O=C(c1ccccc1OCc1ccccc1Br)N1CCN(c2ncccn2)CC1,30%[activator],0%,11%,-0.1%
Cc1cccc(N(CC(=O)NC2CCCCC2)C(=O)c2c(C)noc2C)c1,4%,2%,17%,-0.7%
COc1ccc(OC(=O)c2nc(SCc3ccc(F)cc3)ncc2Cl)cc1,-6%,-28%[10.9 µM],18%,-1.6%
CCc1nn(CCCC(=O)NC(C)c2ccccc2)c(=O)c2cc3occc3n12 (stereo unspecified),-4%,-10%[10.9 µM],3%,0.9%
O=C(COC(=O)c1cncc(Br)c1)NCc1ccco1,9%,0%,10%,?
CCOC(=O)c1c(-c2ccc(F)cc2)csc1NC(=O)c1c(-c2ccccc2)noc1C,-8%,/,21%,/
CC1CCC(NC(=O)Cn2cc3c(n2)CCCC3)CC1 (stereo unspecified),22%,-7%,3%,-1.0%
Nc1cc(=O)nc(SCC(=O)NC2CCCCC2)n1-c1ccccc1,-5%,3%,-4%,1.1%
Cc1cccc(N2CCN(c3nc4ccc(Cl)cc4n4cnnc34)CC2)c1C,-13%,-8%,-20%,-0.1%
O=C(NC1CCCCC1)c1ccc2c(c1)N(Cc1ccccc1Cl)C(=O)c1ccccc1S2,21%,-16%[10.9 µM],4%,-0.3%
CCSCCCC(=O)O,2%[9.22 µM],12%[10.9 µM],-4%[9.22 µM],0.4%[11.4 µM]

# Continuation:
structure,p53ts 32C kill,Imprint erasure,p53ts 39C tox,IkB sig inh
COc1ccc(NS(=O)(=O)c2ccc(Br)s2)cc1OC,-7%,-10%,5%,?
Cc1ccc(S(=O)(=O)Nc2ccccc2C(N)=O)cc1,4%,0%,6%,-0.1%
COc1ccc(C2CC(C(F)(F)F)n3nc(C(=O)NCCCn4ccnc4)cc3N2)cc1OC (stereo unspecified),4%,-8%,19%,1.4%
COc1cccc(CNC(=O)Cn2ccc3cc(S(=O)(=O)N4CCCC4)ccc32)c1OC,-8%,-6%[10.9 µM],-5%,?
COC(=O)c1ccccc1NC(=O)CN(Cc1ccccc1)S(C)(=O)=O,2%,3%,-2%,-0.1%
O=C(c1ccc(F)cc1)N1CCN(c2ncccn2)CC1,0%,3%,3%,-0.3%
COc1ccc(C(=O)c2cn(Cc3ccccc3F)c3ccc(F)cc3c2=O)cc1,8%,1%[10.9 µM],-28%,?
CCOC(=O)c1cnc(SCc2ccc(C)cc2)nc1N,-11%,-22%,-14%,2.8%
CN1CCn2c1nc(N1CCCCC1)nc2=O,6%,-14%,13%,-1.4%
COc1ccc(Cn2c(CNS(=O)(=O)c3ccc(Cl)s3)nc3cccnc32)cc1,24%,-6%[10.9 µM],-24%,-1.4%
COc1ccc(/C=C/NC(=O)c2ccc(OC)cc2)cc1,-6%[9.22 µM],/,-3%[9.22 µM],/
Cc1ccc(-n2ncc(C(=O)NC3CCCCC3)c2C2CCN(C(=O)OC(C)(C)C)CC2)cc1,11%,-8%[10.9 µM],-26%,-1.8%
Cc1ccc(CNC(=O)C2CCN(C(=O)c3cnn(-c4ccccc4)c3-n3cccc3)CC2)cc1,-5%,-21%[10.9 µM],-25%,1.0%
Cc1ccc(S(=O)(=O)c2nnn3c2nc(N2CCC(C(N)=O)CC2)c2cc(Cl)ccc23)cc1C,10%,-4%[10.9 µM],-24%,4.4%
CCn1c(SCC(N)=O)nc2ccccc2c1=O,5%,/,-4%,-4.1%
CCOCCCNC(=O)Cn1cc2c(n1)CCCCC2,-2%,-5%,18%,2.2%
CCOc1cc(C(=O)NC(C)c2ccncc2)cc(OCC)c1OCC (stereo unspecified),9%,-8%,1%,-0.8%
COC(=O)c1sccc1NC(=O)c1ccc(OC)cc1,1%,-20%,-12%,-1.4%
O=C(OCc1cc(=O)n2nc(-c3cccs3)sc2n1)c1ccccc1Br,2%,-10%[10.9 µM],0%,-1.5%
COc1ccccc1-c1cc(NCc2ccccc2)ncn1,?,-14%,?,8.7%[11.4 µM]

# (cont.)
structure,p53ts 32C kill,Imprint erasure,p53ts 39C tox,IkB sig inh
CCCn1ccc2c(OCC(=O)Nc3ccccc3OCC)cccc2c1=O,0%,-9%[10.9 µM],-5%,-1.2%
Cc1nnc(SCC(=O)Nc2ccc(Br)cc2)[nH]c1=O,5%,22%[10.9 µM],25%,3.5%
COc1ccc(S(=O)(=O)NCCSCc2ccco2)cc1Cl,4%,-12%,4%,3.2%
Cc1nc2c(c(C)nn2-c2ccccc2)c(C)c1CCC(=O)Nc1ccccc1,7%,-7%[10.9 µM],0%,0.2%
O=C(COc1ccccc1)N1CCN(C(=O)c2cccs2)CC1,-4%,-5%,12%,-1.0%
O=C1CCCC2=C1C(c1ccc(Cl)cc1)N1C(=O)CCSC1=N2 (stereo unspecified),2%,/,13%,/
C=Cc1ccc(Cn2c(C)c(CNCc3cccc(Br)c3)c(C(=O)O)c2C)cc1,-10%,-7%[10.9 µM],?,?
COc1cc(Nc2nc3ccc(Cl)cc3nc2-n2nc(C)cc2C)cc(OC)c1,9%,17%[10.9 µM],7%,0.9%
CCOc1ccc(N2CC(=O)N/C2=N\c2nc(C)cc(C)n2)cc1,-1%,-13%,8%,1.4%
O=C(Nc1ccc2c(c1)OCO2)c1ccc(COc2ccc3c(c2)CCC3)o1,-14%,-62%[inhibitor],-15%,?
COC(=O)c1cn(CC(=O)N2C(C)CCCC2C)c2ccccc12 (stereo unspecified),2%,/,26%,/
CC(C)Cn1c2c(c(O)c(C(=O)Nc3ncccc3O)c1=O)CCCC2,18%,-6%,-16%,?
CCc1ccccc1NC(=O)c1cc2nc(-c3ccc(Br)cc3)cc(C(F)(F)F)n2n1,0%,-12%[10.9 µM],-16%,-0.3%
O=C(c1cc(-c2ccco2)on1)N1CCOCC1,-1%,-23%,-11%,0.1%
COC(=O)c1ccccc1NC(=O)CCC(=O)N1CC(C)Sc2ccccc21 (stereo unspecified),11%,-12%[10.9 µM],-3%,?
CCC(Sc1nnc(C)n2c1cc1occc12)C(=O)Nc1ccccc1F (stereo unspecified),?,-17%[10.9 µM],?,?
COCCCNc1oc(-c2ccc(COc3ccccc3C)o2)nc1C#N,-1%,4%[10.9 µM],-6%,?
N#Cc1ccc(OCc2nnc(SCC(=O)c3ccccc3)n2-c2ccccc2)cc1,-6%,/,-12%,/
COc1ccc2nc(N3CCC(C)CC3)c(C#N)cc2c1,-11%,-9%,-25%,0.9%
CCc1ccccc1NC(=O)CN(c1cccc(C)c1C)S(C)(=O)=O,7%,5%[10.9 µM],-12%,-1.3%

# Compound profiles, as listed above.
# COc1ccc2nc(N3CCC(C)CC3)c(C#N)cc2c1 in the list: p53ts 32C kill = -11%; Imprint erasure = -9%; p53ts 39C tox = -25%; IkB sig inh = 0.9%
# COc1cc(Nc2nc3ccc(Cl)cc3nc2-n2nc(C)cc2C)cc(OC)c1 in the list: p53ts 32C kill = 9%; Imprint erasure = 17%[10.9 µM]; p53ts 39C tox = 7%; IkB sig inh = 0.9%

# Following part
structure,p53ts 32C kill,Imprint erasure,p53ts 39C tox,IkB sig inh
CCOc1ccc(N2CC(c3nc4ccccc4n3CCC3CCCCC3)CC2=O)cc1 (stereo unspecified),28%,-12%[10.9 µM],-5%,?
Oc1ccc(-c2[nH]ncc2-c2cccc3cccnc23)c(O)c1,-2%,-6%,-8%,1.4%
Cc1ccc(C(=O)COC(=O)CCC(=O)Nc2ccc(Oc3ccccc3)cc2)cc1C,4%,-11%[10.9 µM],9%,1.5%
CC(=O)Nc1ccc(C(=O)Nc2ccc3c(c2)OCO3)cc1,-5%,-17%,-10%,-0.5%
COc1ccc(-n2c(=O)c(-c3ccc(Cl)cc3)nc3cnc(N4CCOCC4)nc32)cc1,-13%,/,-21%,-1.4%[11.4 µM]
COc1cc(C)ccc1OCCCn1c(-c2ccc(Cl)cc2)nc2ccccc2c1=O,12%,-11%[10.9 µM],26%,?
O=C(CNC(=O)c1ccco1)N/N=C/c1ccc(O)c([N+](=O)[O-])c1,9%,/,20%,/
NC(N)=NC(N)=Nc1ccc(S(N)(=O)=O)cc1,-7%[9.22 µM],?,2%[9.22 µM],0.0%[11.4 µM]
CCOc1ccc(NC(=O)Cn2cc(C(=O)C3CC3)c3ccccc32)cc1,2%,-11%[10.9 µM],4%,6.2%
Cc1oc2c(c1C(=O)NC(Cc1c[nH]c3ccccc13)C(=O)O)CCCC2 (stereo unspecified),4%,-8%,2%,-4.0%
Cc1c(C(=O)N2CCCCCC2)c(S(=O)(=O)Nc2cccc(C#N)c2)c(C)n1C,-8%,-8%[10.9 µM],-7%,0.5%
Cc1cccc(Cn2c(C)c(CNC3CCCCCC3)c(C(=O)O)c2C)c1,-4%,22%[10.9 µM],4%,?
CCOC(=O)CNc1c(N2CCN(c3ccccn3)CC2)c(=O)c1=O,-1%,-6%,0%,0.3%
Cc1ccc(S(=O)Cc2ccc(C(=O)NCc3ccc(OC(C)C)cc3)o2)cc1 (stereo unspecified),-2%,-13%[10.9 µM],-16%,0.1%
COc1ccc(S(=O)(=O)Nc2c(C)nc3nc[nH]n3c2=O)cc1,6%,-13%[10.9 µM],5%,8.6%
Cc1c(N=Cc2nc3ccccc3[nH]2)c(=O)n(-c2ccccc2)n1C,-3%,-16%,-16%,0.9%
O=C(CCn1c(=O)c2cccn2c2cccnc21)NCc1ccc(F)cc1,2%,-16%[10.9 µM],3%,-1.2%
CCc1ccccc1S(=O)(=O)Cc1ccc(C(=O)NCCc2ccc(C)cc2)o1,-1%,-10%[10.9 µM],-9%,?
CCOC(=O)c1c(C)n(C)c2cc(Br)c(C(=O)OC)cc12,-4%,/,-3%,/
O=C(NNC1=C(C(=O)C(F)(F)F)CCC1)c1cccc(O)c1,-15%,/,-13%,/

# Following part.
structure,p53ts 32C kill,Imprint erasure,p53ts 39C tox,IkB sig inh
O=c1[nH]c(CN2CCc3ccccc3C2)nc2ccccc12,-17%,0%,-11%,2.4%
CC(Oc1ccc(Cl)cc1Cl)C(=O)NCCCN(C)C (stereo unspecified),-9%,-3%,-9%,-2.6%
COC(=O)NC(CC(C)=O)c1ccc(Cl)cc1 (stereo unspecified),5%[9.22 µM],/,-15%[9.22 µM],/
COc1ccc(F)cc1S(=O)(=O)NC(Cc1ccccc1)C(N)=O (stereo unspecified),5%,-7%,16%,0.3%
O=C(Nc1cccc(-c2nnc(-c3ccccc3)o2)c1)C1CCCCC1,-4%,-16%,7%,-1.4%
Cc1cccc(CNc2ccnc(-c3cccc(NS(C)(=O)=O)c3)n2)c1,-14%,-4%,7%,-0.2%[11.4 µM]
Cc1onc(-c2c(F)cccc2Cl)c1C(=O)OCN1C(=O)c2ccccc2C1=O,-6%,-2%,-4%,2.4%

# Some entries already given, showing only IkB sig inh.
Molecule | IkB sig inh
O=C(Nc1cccc(-c2nnc(-c3ccccc3)o2)c1)C1CCCCC1 | -1.4%
Cc1cccc(CNc2ccnc(-c3cccc(NS(C)(=O)=O)c3)n2)c1 | -0.2%[11.4 µM]
Cc1onc(-c2c(F)cccc2Cl)c1C(=O)OCN1C(=O)c2ccccc2C1=O | 2.4%

# Screens deposited in PubChem BioAssay by National Center for Advancing Translational Sciences (NCATS).
